From PubChem
IL2 activator = qHTS of IL-2 Activators | AID 652025, 2013 | 360,000 tested, 0.065% active | IL-2 activation reporter assay, cell-based qHTS; stimulated with anti-CD3/CD4/CD28 beads; in transgenic mouse T cells | activation, % (series mostly up to about 46 µM); in the data active = activation above about 50%; inconclusive = mostly about 30% to 49%; also: 0% is about no effect
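EGFP and DsRed fluorescence is measured by plate cytometry in unstimulated transgenic mouse T cells exposed to compound for 60 minutes, then stimulated 18 hours at 37 degrees C with anti-CD3/anti-CD4 beads plus anti-CD28.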
TGFb SMAD3 inh = qHTS for Inhibitors of TGF-b | 410,000 tested, 1.2% active | Potency, µM (series often up to 46.1 µM), for inactives: at the highest dose activity, negative = inhibition, most hits filed as inhibitors | HepG2 CAGA-GFP TGF-b/SMAD3 reporter, GFP fluorescence, 18 h; TGF-beta stimulated, 500 pg/mL final; also: potency is read from the fitted curve at half-maximal effect; % is scaled to controls: 0 for no effect and ±100 for the full control effect; nearly all actives have a fitted effect of over 65% in size
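TGF-beta reporter screen: HEPG2 CAGA-GFP, 1% FBS, 500 pg/mL TGF-beta final, 18 h; per-cell GFP summed per well; curves fitted and categorized by class.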
ATXN viability = Viability Counterscreen for Primary qHTS for Inhibitors of ATXN expression; 400,000 tested, 0.49% active; S2 cells (HEK-293 line with an ATXN2-luciferase reporter) viability, CellTiter-Fluor protease fluorescence, 24 h; Potency, µM (top dose mostly 56.7 µM), hits mostly cytotoxic; also: potency is read from the fitted curve at half-maximal effect; nearly all actives have a fitted effect of over 40% in size
ATXN2 expr inh = Primary qHTS for Inhibitors of ATXN expression; HEK-293 ATXN2-luciferase reporter, luminescence, 24 h; Potency, µM (doses to about 57 µM), for inactives: at the highest dose activity change, negative = inhibition, actives largely listed as inhibitors; 360,000 tested, 0.72% active; also: potency is read from the fitted curve at half-maximal effect; % is scaled to controls: 0 for no effect and ±100 for the full control effect; nearly all actives have a fitted effect of over 55% in size
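ATXN2-luciferase reporter cells (luciferase flanked by upstream and downstream ATXN2 gene portions) were treated 24 h at 37 °C with compounds at up to 57 uM. SteadyGlo luminescence gave expression; GF-AFC fluorescence gave viability.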
Nrf2 activator = qHTS of Nrf2 Activators; AID 624171, 2012; 410,000 tested, 0.31% active; Potency, µM (series often up to 46.1 µM), inactives show at the highest dose activation, actives largely listed as activators; AREc32 ARE-luciferase reporter (MCF7-derived line), luminescence, 24 h; also: potency is read from the fitted curve at half-maximal effect; % of control where 0% means no effect; nearly all actives have a fitted effect of over 65% in size
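Reporter line AREc32 (ARE-Fluc), seeded overnight in OPTI-MEM with 5% FBS; compound pin-transferred, 24 hr at 37 deg C, 5% CO2; luminescent read-out.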
Nrf2 block = Nrf2 qHTS screen for inhibitors; A549 ARE-Fluc reporter, luciferase luminescence, 18-24 h; Potency, µM (doses to about 46 µM), inactives show at the highest dose activity change, negative = inhibition, hits mostly inhibitors; 360,000 tested, 2.1% active; AID 504444, 2011; also: potency is read from the fitted curve at half-maximal effect; % is scaled to controls: 0 for no effect and ±100 for the full control effect; nearly all actives have a fitted effect of over 60% in size
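Cells were seeded and rested 2 h, then exposed to compounds for 18-24 h. CellTiter-Fluor was read first as a viability measure. BugLite was added 15 min before the final luminescent read of ARE-luciferase activity in A549 cells.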
HepG2 tox = qHTS for Inhibitors of TGF-b: Cytotox Counterscreen. HepG2 CAGA-GFP viability, ATP luminescence, 18 h. Potency, µM (titrated, usually from 46.1 µM), without a hit: at the highest dose activity change, negative = cytotoxicity, actives largely listed as cytotoxic. 410,000 tested, 0.76% active. AID 588856, 2011; also: potency is read from the fitted curve at half-maximal effect; some results filed as inactive show a strong effect at the top dose
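CellTiter-Glo luminescence gave cytotoxicity after 18 hours at 37 degrees C. The cells were HepG2 CAGA-GFP in 1% FBS DMEM, stimulated with 500 pg/mL TGF-beta after compound addition. %Activity was normalised to no-cell wells (complete cell-killing) and DMSO (no toxicity), and curves were fitted and classified.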
EPAC2 ag = qHTS for Agonist of cAMP-regulated guanine nucleotide exchange factor 4 (EPAC2): primary screen. Potency, µM (highest dose often 154 µM), without a hit: at the highest dose activation, hits mostly activators. Rap guanine nucleotide exchange factor 4 (Homo sapiens), Q8WZA2. EPAC2 activation, biochemical qHTS; response scale: 100% = 6.5 mM cAMP response. 360,000 tested, 0.079% active. AID 720711, 2013; also: potency is read from the fitted curve at half-maximal effect; nearly all actives have a fitted effect of over 50% in size
Target sequence (Q8WZA2 whole entry, looked up): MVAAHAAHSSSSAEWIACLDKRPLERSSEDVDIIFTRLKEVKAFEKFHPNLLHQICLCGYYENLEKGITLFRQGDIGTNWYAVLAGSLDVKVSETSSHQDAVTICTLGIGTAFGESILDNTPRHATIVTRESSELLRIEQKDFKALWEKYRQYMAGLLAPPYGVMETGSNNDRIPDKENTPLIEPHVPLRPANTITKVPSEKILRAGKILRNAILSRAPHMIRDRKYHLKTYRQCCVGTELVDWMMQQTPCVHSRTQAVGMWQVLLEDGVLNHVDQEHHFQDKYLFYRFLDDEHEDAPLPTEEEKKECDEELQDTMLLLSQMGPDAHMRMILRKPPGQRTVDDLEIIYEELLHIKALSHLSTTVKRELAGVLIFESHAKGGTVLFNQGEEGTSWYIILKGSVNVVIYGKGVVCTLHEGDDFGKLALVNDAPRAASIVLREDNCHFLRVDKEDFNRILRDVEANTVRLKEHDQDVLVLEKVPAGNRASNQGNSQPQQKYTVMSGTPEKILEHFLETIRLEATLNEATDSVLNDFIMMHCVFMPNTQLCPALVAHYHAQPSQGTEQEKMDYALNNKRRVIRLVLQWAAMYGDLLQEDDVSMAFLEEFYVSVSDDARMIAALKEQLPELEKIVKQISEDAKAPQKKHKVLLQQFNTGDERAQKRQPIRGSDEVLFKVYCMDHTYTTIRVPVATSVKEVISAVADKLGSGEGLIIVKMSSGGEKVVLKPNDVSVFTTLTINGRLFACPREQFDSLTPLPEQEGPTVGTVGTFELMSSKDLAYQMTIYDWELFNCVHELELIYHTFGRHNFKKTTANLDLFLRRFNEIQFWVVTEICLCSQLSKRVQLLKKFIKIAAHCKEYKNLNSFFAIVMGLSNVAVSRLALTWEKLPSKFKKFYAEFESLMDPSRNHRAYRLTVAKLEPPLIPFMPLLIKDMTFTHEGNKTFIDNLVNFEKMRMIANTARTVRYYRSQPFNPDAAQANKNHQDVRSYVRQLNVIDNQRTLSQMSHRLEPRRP
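Nucleotide exchange monitored as fluorescence drop when BODIPY-GDP leaves Rap1B. Reaction: 100 nM EPAC2, 250 nM RAP1B-BODIPY-GDP, 50 uM GDP, room temperature, kinetic read over 30 min. Activity expressed relative to 6.5 mM cAMP.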
A549 viability = Nrf2 qHTS screen for inhibitors: counterscreen for cytotoxicity; A549 ARE-Fluc cells, CellTiter-Fluor viability, 18-24 h; Potency, µM (top dose mostly 46 µM), without a hit: at the highest dose activity change, negative = cytotoxicity, hits mostly inhibitors; 390,000 tested, 0.16% active; AID 504648, 2011; also: potency is read from the fitted curve at half-maximal effect; % is scaled to controls: 0 for no effect and ±100 for the full control effect
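A549 ARE_Fluc cells in 5% FBS OPTI-MEM were exposed to compounds in concentration-response for 18-24 h at 37 deg C. Viability was read by CellTiter-Fluor fluorescence (Ex 405/Em 525) after 30 min, before the luciferase read.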
* marks the source's active call; other numbers are inactive results; i = inactive; ? = inconclusive; · = no result given; & = joins results of further samples; [ ] = another dose, or the depositor's remark. Unless noted, calls follow the shape of the dose curve; as a rule, active = well fitted curve in the direction sought with a large enough effect; inconclusive = small, poorly fitted or top-dose-only effect, or another doubt; inactive = no such curve, though single readings can be large; an effect the other way counts as inactive or inconclusive.

SMILES | IL2 activator | TGFb SMAD3 inh | ATXN viability | ATXN2 expr inh | Nrf2 activator | Nrf2 block | HepG2 tox | EPAC2 ag | A549 viability
CCc1c(C)sc(NC(=O)c2noc(C)c2[N+](=O)[O-])c1C#N | -2.3 | ? | i | · | 13% | 8% | -44% | 2% | -10%
CC(C)CN1CCC(C(=O)NCC2CCCO2)CC1 (configuration not stated) | 2.0 | -1% | i | 6% | -0.4% | 6% | 0% | 1% | 6%
CN(C)[C@@H](CO)c1nnc([C@H](Cc2ccc(O)cc2)NC(=O)C2CCNCC2)o1 | -0.3 | -1% | i | 4% | -0.4% | 10% | -7% | 4% | 4%
Cc1cc(-n2c(C)cc(C(=O)CCl)c2C)no1 | -3.3 | 8.9µM* | ? | 15%[11.3 µM] | -2.9% | -13% | 11µM* | -1% | -8%
NC(CO)c1csc(NC(=O)Nc2ccccc2Cc2ccccc2)n1 (configuration not stated) | 0.6 | 16% | i | 1% | 0.0% | · | 4% | 4% | ·
CCOCc1nnc(NC(=O)CSCc2ccccc2)s1 | -2.0 | -3% | i | 3% | 0.4% | 8% | 5% | 2% | -5%
N#Cc1c(NC(=O)CCCl)sc2c1CCCCC2 | -0.9 | -12% | i | 32% | ? | ? | 3% | 2% | 1%
CC(C)(C)C(=O)NC1CCN(S(=O)(=O)c2cccc(C(F)(F)F)c2)CC1 | -1.1 | -13% | i | 5% | 0.1% | 17% | -2% | -6% | 5%
Cn1cnc2c1c(=O)n(Cc1ccc(Cl)cc1Cl)c(=O)n2C | -0.9 | -17% | i | -17% | 0.0% | ? | -29% | 5% | 11%
Cc1cc2c(cc1S(=O)(=O)N(C)Cc1ccccc1)OCC(=O)N2 | -0.4 | -19% | i | -12% | -0.7% | 0% | -24% | 5% | 2%
COc1cc(C(=O)Nc2cccc(-c3nc4cc(C)cc(C)c4o3)c2)cc(OC)c1OC | 0.2 | -20% | i | -1% | 0.3% | ? | 17% | 3% | 0%
CC(=O)c1cccc(NC(=O)N2C3CCC2CC(NC(=O)Nc2ccccc2)C3)c1 (configuration not stated) | -0.5 | 1% | ? | · | 2.9% | -1% | -1% | 10% | -5%
COCCNC(=O)CN1C(=O)CSc2cc(S(=O)(=O)N3CCCCCC3)ccc21 | -0.1 | -2% | i | 0% | 0.2% | 0% | -1% | 3% | -2%
N#Cc1c(/N=C/c2ccccc2)oc(-c2ccccc2)c1-c1ccccc1 | 1.1 | -4% | i | -8% | 0.3% | ? | -2% | 22% | 0%
COC(=O)c1c(NC(=O)CSc2nnnn2C)sc(C)c1C | -3.4 | -21% | i | -9% | 4.9% | 2% | -14% | 3% | 12%[1.84 µM]
O=C(CN1C(=O)C(=O)N(Cc2ccccc2)C1=O)c1ccc[nH]1 | 3.3 | 0% | i | 15% | 0.3% | 14% | 16% | 13% | 2%
Cc1ccccc1NC(=O)CN1C(=O)N/C(=C\c2cccn2-c2cccc(C(=O)O)c2)C1=O | -1.0 | 3% | i | 3% | -0.6% | -3% | 5% | 2% | -20%
CCOc1ccc(Nc2cc(C)nc3nncn23)cc1 | · | -28% | · | · | 5.5% | -10% | -16% | · | 2%
CSc1nnc(NC(=O)c2cc3ccccc3oc2=O)s1 | -0.3 | 5% | i | 16% | 0.2% | 19% | 2% | 2% | -2%
Cc1ccc(S(=O)(=O)c2nc(Cc3ccccc3)oc2N2CCOCC2)cc1 | 3.3 | -1% | i | 3% | 0.2% | 0% | 8% | -4% | -6%
NC(=O)C(c1ncc(C(F)(F)F)cc1Cl)c1c(Cl)cccc1Cl (configuration not stated) | 0.6 | 12% | i | 5% | 1.9% | -30% | -14% | 7% | ·
Nc1ccc(C#Cc2ccc3c(=O)c4ccccc4oc3c2)cc1 | -3.6 | -14% | · | 22% | 2.6% | 10µM* | -26% | 5% | -8%
Cc1cn(CC(=O)N2CCN(c3ccccn3)CC2)c(=O)[nH]c1=O | 1.7 | 20% | i | 11% | -1.3% | -3% | 5% | 3% | -2%
COc1ccc(Cc2nnc(N)s2)cc1OC | 1.6 | -7% | i | 0% | 0.4% | -6% | 3% | 3% | -3%
CC(C)C[C@H]1CN(CCCC[C@H]2CNC(=O)C(=O)N2CCC2CCCCC2)C(=O)C(=O)N1CCC1CCCCC1 | 0.3 | · | i | -2% | 3.4% | · | · | -9% | ·
CCOc1ccc(Br)cc1C(=O)Nc1ccc(C(=O)NCC(C)C)cc1 | -0.8 | -6% | i | ? | -0.6% | ? | -31% | 5% | -19%
COc1ccccc1C(NC(C)=O)c1cc(Cl)c2cccnc2c1O (configuration not stated) | -0.7 | ? | i | ? | 6.6% | -5% | -20%&-20% | 1% | -12%
CCOC(=O)c1c(C)oc2nc(C)nc(NCc3cccc(OC)c3)c12 | · | 1% | i | -1% | 0.1% | -21% | -3% | · | 2%
COc1ccc(CNC(=O)Cn2c(SCC(=O)Nc3ccc(C)c(C)c3)nc3ccccc32)cc1 | · | 16% | i | -1% | 4.0% | · | -21% | · | -10%
O=C(Nc1ccc(Cl)c(Cl)c1)C1CCN(C(=O)c2ccco2)CC1 | -0.7 | ? | i | -26% | 7.7% | ? | -24% | 0% | 3%
COc1ccccc1Cc1c(-c2cccc(Br)c2)nc2ccc(Br)cn12 | -0.4 | ? | ? | -37% | ? | · | -23% | 11% | ·
O=C(NCc1ccc(F)cc1)c1cc2c(s1)-c1ccccc1SC2 | · | ? | · | · | -1.3% | 6% | -31% | · | 0%
Cc1ccc2cc(C#N)c(SCC(=O)NNC(=O)Cc3ccccc3)nc2c1 | 3.7 | -26% | i | -14% | 0.3% | 16% | -19% | 12% | 13%
COc1cc(CCN2C(=O)c3cccc4cccc(c34)C2=O)c(S(=O)(=O)N2CCC(C)CC2)cc1OC | 6.9 | -19% | i | -11% | 18% | -16% | -14% | 22% | 8%
Cc1ccc(S(=O)(=O)NCCC(=O)OCC(=O)N(Cc2ccccc2)C(C)(C)C)cc1 | -0.5 | 5% | i | -11% | -0.9% | -12% | -11% | 1% | -11%
O=C(CCC1CCCC1)NNC(=O)c1cc2ccccc2cc1O | -0.7 | -23% | i | -26% | 0.2% | 2% | -15% | 4% | -6%
CC(OC(=O)c1cccs1)C(=O)NC1CCCCC1C (configuration not stated) | 1.6 | -16% | i | -16% | 0.0% | -24% | -1% | 8% | 1%
N/C(=N\OC(=O)c1ccccc1F)c1ccc([N+](=O)[O-])cc1 | 0.3 | 2% | i | 30% | 0.1% | 28% | 9% | 2% | -7%
O=C(O)CCCNS(=O)(=O)c1ccc(Br)s1 | 1.1 | 7% | i | 3% | 0.2% | 11% | 2% | -2% | -3%
COCCNC(=O)Cn1nc(C)c([N+](=O)[O-])c1C | -1.6 | 10% | i | -22% | -0.6% | 16% | 1% | 11% | 10%
CC1(C(=O)NS(=O)(=O)C2CC2)CCN(C(=O)c2ccc(F)c(Cl)c2)C1 (configuration not stated) | -0.3 | 3% | i | -8% | 0.2% | · | -14% | 10% | ·
CCn1cc(CN2CCCC(C(=O)Nc3cccc(-n4cccn4)c3)C2)cn1 (configuration not stated) | -0.3 | -2% | ? | · | 4.3% | · | -8% | 0% | ·
CN(C)N1C(N)=C(C#N)C(c2cccnc2)C2=C1CC(C)(C)CC2=O (configuration not stated) | -0.1 | -4% | i | -26% | 0.0% | · | 2% | 10% | 3%
CN(C)N1C(=O)c2c(Cl)c(Cl)c(Cl)c(Cl)c2C1=O | 0.2 | -12% | i | -3% | -0.5% | -2% | -14% | 5% | 4%
Cc1cc2ccccn2c1C(=O)c1ccc([N+](=O)[O-])o1 | 0.9 | 11µM* | ? | ? | ? | ? | 11µM* | 1% | ?
CC(C)[C@@H]1Cc2[nH]n(C)c(=O)c2[C@H](c2ccc(F)cc2)O1 | 0.0 | · | i | -5% | -0.7% | · | · | 2% | ·
CC(=O)Nc1ccc(NC(=O)c2cc(-c3cccs3)on2)cc1 | · | -4% | i | -22% | -0.2% | 6% | 1% | · | 1%
COc1ccc(C)cc1S(=O)(=O)NC1CCCC1 | -0.3 | -5% | i | -13% | -0.3% | 7% | -15% | 3% | 0%
Cc1ccccc1C(=O)O/N=C(\N)c1ccccc1 | -0.7 | 0% | i | -26% | ? | ? | -12% | -1% | ?
CCC(C)Sc1cc(-c2nc3ccc(C)cn3c2NCc2ccccc2)ccc1OC (configuration not stated) | -0.7&-0.7 | 13µM* | 10µM* | 18µM* | -3.1% | 21µM* | -40% | -1%&-6% | 16µM*
COc1ccccc1-c1nc(-c2ccncc2)no1 | 0.0 | -9% | · | · | 3.7% | ? | -34% | -1% | -3%
COc1cc2c(cc1NC(=O)/C=C/c1ccc([N+](=O)[O-])cc1)oc1ccccc12 | -4.2 | 6% | i | -9% | 0.3% | -14% | 2% | 7% | -1%
O=C(NCc1ccco1)N1c2ccccc2Sc2ccccc21 | -2.2 | ? | i | 1% | 2.9% | 7% | -22% | 10% | -1%[1.84 µM]
CCOc1ccc(Nc2nc(C)c(NC(=O)c3ccc(C)cc3)c(Nc3ccc(OCC)cc3)n2)cc1 | · | ? | ? | 0% | 4.0% | -4% | -16% | · | 1%
